# Assay outcomes deposited in PubChem BioAssay by National Center for Advancing Translational Sciences (NCATS).
# TDP-43 yeast inh = TDP-43 toxicity inhibition in yeast; TDP-43 expressing yeast growth rescue, BacTiter-Glo, 24 h; Potency, µM (titrated, usually from 46.1 µM), for inactives: at the top dose growth rescue (activation), actives largely listed as activators; 1.8% of 410,000 active; AID 652104; also: potency is read from the fitted curve at half-maximal effect; % of control where 0% means no effect; nearly all actives have a fitted effect of over 50% in size
#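 Galactose-induced TDP-43 yeast, OD600=0.02, compound pinned; 24 hr, 30 deg C; BacTiter-Glo luminescence for growth. Inhibitors of TDP-43 toxicity read as activators.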
# GLP-1R agonist = activates the human GLP-1 receptor. Potency, µM (titrated, usually from 45.6 µM), for inactives: top-dose activation, actives largely listed as activators. HEK293 GLP-1R CRE-luciferase, luminescence, 4-6 h; cells express a hypersensitive GLP-1R form. 0.007% of 380,000 active; also: potency is read from the fitted curve at half-maximal effect; % of control where 0% means no effect
# Target sequence (P43220 whole entry, looked up): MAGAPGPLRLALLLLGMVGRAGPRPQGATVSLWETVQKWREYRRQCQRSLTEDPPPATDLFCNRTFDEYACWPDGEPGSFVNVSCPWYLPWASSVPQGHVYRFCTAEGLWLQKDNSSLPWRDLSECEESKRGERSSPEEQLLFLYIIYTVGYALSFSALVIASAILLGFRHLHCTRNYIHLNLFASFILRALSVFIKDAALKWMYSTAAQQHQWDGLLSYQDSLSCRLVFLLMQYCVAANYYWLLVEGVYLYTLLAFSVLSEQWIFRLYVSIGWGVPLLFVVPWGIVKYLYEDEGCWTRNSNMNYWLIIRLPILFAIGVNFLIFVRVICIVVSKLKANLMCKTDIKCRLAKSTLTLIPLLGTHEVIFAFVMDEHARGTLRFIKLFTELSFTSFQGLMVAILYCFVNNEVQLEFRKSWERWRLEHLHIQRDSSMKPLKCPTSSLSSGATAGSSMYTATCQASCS
# FUS yeast rescue = suppressors of FUS proteinopathy in yeast; S. cerevisiae FUS-expressing, growth rescue, OD600, 24 h; 0.24% of 390,000 active; Potency, µM (titrated, usually from 76.6 µM), without a hit: at the top dose growth rescue (activation), actives largely listed as activators; AID 1347120;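 also: potency is read from the fitted curve at half-maximal effect; plate controls were DMSO vehicle for no effect and reference control for full effect; nearly all actives have a fitted effect of over 55% in size; some results filed as inactive show a strong effect at the top dose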
#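 Cultures pregrown in 2.5% raffinose medium are shifted to minimal medium containing 2% galactose to express toxic FUS. Compounds are tested at several concentrations. After 24hr at 30C, growth is quantified at 600 nm absorbance.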
# Abeta yeast res = A-beta toxicity reversal in yeast. yeast expressing A-beta42, growth rescue, OD600, 48 h; response scale: 0% DMSO, 100% iron-clioquinol control. 0.063% of 410,000 active. Potency, µM (top dose mostly 46.1 µM), for the others: top-dose growth rescue, usual class: activators; also: potency is read from the fitted curve at half-maximal effect; nearly all actives have a fitted effect of over 55% in size
#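 Yeast A-beta toxicity model in growth medium with pinned compounds, 48 h at 30 C; growth read as absorbance at 600 nm. Normalized to FeCl3/clioquinol equimolar mix (positive) and DMSO (negative).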
# D3 antag = D3 dopamine receptor (human) antagonism. P35462. D3R cells, DiscoveRx beta-arrestin luminescence, antagonist mode; stronger effect = lower value. max response, negative = inhibition, %. 2.5% of 360,000 active; in the data active = max response below about -50%; inconclusive = no clear call, values can overlap the other calls; also: % is scaled to controls: 0 for no effect and ±100 for the full control effect; mostly tested at two doses, the higher about 12 µM
# Target sequence (P35462 whole entry, looked up): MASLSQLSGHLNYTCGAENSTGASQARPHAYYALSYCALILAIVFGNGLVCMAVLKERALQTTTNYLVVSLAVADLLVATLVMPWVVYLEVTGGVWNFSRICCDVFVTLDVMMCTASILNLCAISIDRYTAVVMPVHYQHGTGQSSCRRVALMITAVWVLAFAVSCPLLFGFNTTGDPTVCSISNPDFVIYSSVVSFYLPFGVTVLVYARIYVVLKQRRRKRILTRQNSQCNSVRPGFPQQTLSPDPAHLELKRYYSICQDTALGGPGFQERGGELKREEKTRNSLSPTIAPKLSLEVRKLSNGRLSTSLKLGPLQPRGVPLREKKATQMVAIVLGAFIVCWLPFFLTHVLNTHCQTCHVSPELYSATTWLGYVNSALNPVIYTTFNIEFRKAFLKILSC
#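 Cells plated overnight at 1500 cells/well, then exposed to library compounds with dopamine controls for 90 minutes at 37 degrees C. DiscoveRx reagent added for 30–60 minutes at room temperature; luminescence read, quantitative HTS format.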
# GLP-1R inv ag = GLP-1 receptor (human) inverse agonism. Potency, µM (series often up to 38.3 µM), for the others: top-dose activity change, negative = inhibition, actives largely listed as inhibitors. P43220. HEK293 GLP-1R CRE-luciferase, luminescence, 24 h; GLP-1R form is constitutively active. 1.6% of 410,000 active; also: potency is read from the fitted curve at half-maximal effect; % is scaled to controls: 0 for no effect and ±100 for the full control effect; nearly all actives have a fitted effect of over 55% in size
#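 Seeding at 200 cells/uL, 12 h culture, 24 hr compound treatment, then luciferase reagent and a luminescence read; cells are HEK293 stably expressing a constitutively active GLP-1R plus cAMP-responsive luciferase.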
# PTHR1 agonist = PTHR1 (human) receptor agonism; Q03431; HEK293 GP2 PTHR1 cells, GloSensor cAMP luminescence, 1 h; Potency, µM (titrated, usually from 115 µM), for inactives: top-dose activation, usual class: activators; 0.075% of 410,000 active; also: potency is read from the fitted curve at half-maximal effect; nearly all actives have a fitted effect of over 55% in size; some results filed as inactive show a strong effect at the top dose; inactives centre near -15; many of its hits are not listed in these tables
#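 HEK-293-derived GP2 cells expressing PTHR1 and a GloSensor cAMP reporter, 3,000/well, plated overnight, given luciferin plus IBMX (each 0.5 mM as added) for 1 h at 37 °C, then compound for 1 h at 37 °C. Luminescence was read after 15 min at room temperature.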
# pAkt inh = blocks phosphorylation of Akt | Neuro2A IGF-stimulated pAkt S473 HTRF, 20 min; stronger effect = lower value | activity change, % for hits at 50 µM | 0.32% of 360,000 active | AID 651550; in the data active = activity change below about -80%; inconclusive = mostly about -51% to -80%; also: % is scaled to controls: 0 for no effect and ±100 for the full control effect
#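 Single-point screen (50 µM final compound) in Neuro2A cells stimulated 20 min with 6 nM IGF at 37 deg C. After lysis, Ser473-phosphorylated Akt read by HTRF (ex 330 nm, em 615/665 nm) as the 665/615 ratio.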
# aSyn yeast inh = rescues yeast growth from alpha-synuclein toxicity; Yeast expressing alpha-synuclein, growth rescue, BacTiter-Glo, 24 h; Potency, µM (top dose mostly 46.1 µM), without a hit: at the highest dose growth rescue (activation), most hits filed as activators; 0.14% of 370,000 active; also: potency is read from the fitted curve at half-maximal effect; % of control where 0% means no effect; nearly all actives have a fitted effect of over 65% in size
#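 Readout is rescue of growth in alpha-synuclein-expressing yeast, so inhibitors of toxicity appear as activators. Growth after 24 hr at 30 deg C in galactose medium is quantified by luminescence.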
# Numbers without * were called inactive; i = inactive; ? = inconclusive; / = not tested or not shown; & = joins results of further samples; [ ] = dose if it differs, or a comment. Unless noted, calls follow the shape of the dose curve; as a rule, active = well fitted curve in the direction sought with a large enough effect; inconclusive = small, poorly fitted or top-dose-only effect, or another doubt; inactive = no such curve, though single readings can be large; an effect the other way counts as inactive or inconclusive.
# Screens in order: TDP-43 yeast inh, GLP-1R agonist, FUS yeast rescue, Abeta yeast res, D3 antag, GLP-1R inv ag, PTHR1 agonist, pAkt inh, aSyn yeast inh
COc1ccc(COC(=O)C2CCN(S(=O)(=O)c3ccc(Cl)cc3)CC2)cc1
→ -21%, 10%, -6%, 0%, 11, -3%, -5%, i, 6%
Cc1cc(Br)cn2c(Cc3cccc(F)c3)c(-c3ccc(C#N)cc3)nc12
→ 30%, -2%, 5%, -1%, 15, 24%, -4%, i, 0%
CCOc1ccc(C(CC(=O)O)NC(=O)c2ccco2)cc1 (stereo unspecified)
→ 8%, -15%, 21%, 10%, ?, 0%, 6%[57.5 µM], i, 9%
CC(C)(C)OC(=O)NCCCC[C@H](NC(=O)c1nc[nH]c1C(=O)N1CCN(C(=O)OC(C)(C)C)CC1)C(=O)OC(C)(C)C
→ 4%, 4%, ?, -4%, 34, 16%, -6%, i, -4%
Cc1ccc(C2OC(=O)C=C2c2ccccc2)cc1 (stereo unspecified)
→ 12%, -1%, -15%, 4%, -6, 14%, -3%, i, 12%
CC1CN(C(=O)/C=C/c2ccccc2[N+](=O)[O-])CC(C)O1 (stereo unspecified)
→ -6%, 0%, 4%, -7%, -14, 34%[activator], -25%, i, 0%
CCOC(=O)N1CCN(S(=O)(=O)c2ccc(OC)c(Cl)c2Cl)CC1
→ 24%, 23%, 7%, 15%, -1, ?, i, i, 3%
O=[N+]([O-])c1cccc(-c2nc(NCc3ccccc3)c3ccccc3n2)c1
→ 9%, 11%, /, -15%, 20, -3%, i, i, -2%
Cc1noc(NC(=O)c2ccc(Cl)cc2)c1Cl
→ -1%, 0%, 22%, -12%, -5, 15%, -78%[inhibitor], i, -9%
Cc1ccc(OCC(=O)Nc2ccccc2C(=O)OCc2cc(=O)n3ccsc3n2)cc1C
→ 11%, /, -16%, -15%, /, -12%, -21%, /, /
Cc1cc(C)c2c(CN3CCN(C)CC3)cc(=O)oc2c1
→ 21%, 3%, 24%, 5%, -10, -22%, -11%[57.5 µM], i, 5%
Cc1ccccc1C(=O)NCCc1nnc(SCC(=O)Nc2nc(-c3ccccc3)cs2)n1C
→ -2%, 0%, 16%, 6%, ?, 0%, -21%[57.5 µM], i, -1%
O=C(NCC(O)c1nc2ccccc2[nH]1)c1cc([N+](=O)[O-])ccc1F (stereo unspecified)
→ 18%, -6%, -25%, -8%, -14, 2%, -23%, i, -16%
Cn1c(=O)c2c(-c3ccccc3)n(-c3ccccc3N)cc2n(C)c1=O
→ 25%, 17%, -10%, -10%, ?, 9%, -19%, i, -3%
CCC(Oc1ccccc1F)C(=O)Nc1ccc2c(c1)n(C)c(=O)n2C (stereo unspecified)
→ ?, 13%, -6%, 2%, -1, 15%, -19%, i, 7%
O=C(c1nn2c(C(F)(F)F)cc(-c3cccs3)nc2c1Br)N1CCCc2ccccc21
→ 4%, -3%, 12%, 15%, -8, ?, -2%, i, 17%
O=c1c(/C=C(\O)c2ccccc2)nc2ccccc2n1-c1ccccc1
→ 26%, 0%, -44%, 15%[9.22 µM], -2, 19%, -16%, i, 1%
CCCN(CCC)CC(O)COc1ccc2c(c1)OCO2 (stereo unspecified)
→ 0%, -2%, -39%, 13%, 9, 16%, -19%, i, -1%
COc1ccc(-n2nnnc2-c2ccccc2)cc1
→ 21%, 1%, -15%, 1%, -1, ?, -6%[57.5 µM], i, -4%
COc1cccc(CNC(=O)Cn2cccc2C(=O)c2ccccc2C)c1
→ 26%, -4%, -14%, 2%, 0, ?, -1%, i, -4%
COc1cc(CN2CCCC(C(=O)c3ccc4c5c(cccc35)CC4)C2)cc(OC)c1O (stereo unspecified)
→ -2%, 4%, 18%, -68%[inhibitor], ?, 11µM*, -46%[inhibitor], i, 0%
Fc1ccc(N2CCN(c3nc(-c4ccco4)cc(C(F)(F)F)n3)CC2)cc1
→ 10%, -4%, -19%, 4%, 21, ?, -13%, i, 3%
COc1cccc(/C=C2/SC(=S)N(CC(=O)Nc3nnc(C)s3)C2=O)c1
→ 7%, -1%, -24%, 1%, -1, 15%, -22%, i, 2%
CCn1c(CNC(=O)C23CC4CC(CC(C4)C2)C3)nnc1SCC(=O)Nc1nnc(C)s1
→ 7%, -4%, -8%, -2%, -5, 7%, i, i, 1%
Cc1ccccc1C(=O)N1CCC(C(=O)Nc2ccc(C(C)C)cc2)CC1
→ 21%, -2%, 28%, 4%, 1, ?, -10%, i, 16%
COc1ccc(S(=O)(=O)N2CCC(C(=O)N3CCc4ccccc4C3)CC2)cc1
→ 14%, 2%, 13%, -3%, -9, ?, -7%[57.5 µM], i, 2%
COc1ccccc1N(C)S(=O)(=O)c1ccc(C(=O)N2CCCC(C(F)(F)F)C2)cc1 (stereo unspecified)
→ -11%, 9%, 32%, -20%, -22, ?, -15%, i, 1%
O=C(CCN1C(=O)/C(=C/c2ccccc2)SC1=S)NC1CCS(=O)(=O)C1 (stereo unspecified)
→ -3%, 0%, -17%, 11%, 5, 0%, -4%, i, 2%
Cc1onc(-c2c(F)cccc2Cl)c1C(=O)Nc1ccc(S(=O)(=O)N2CCOCC2)cc1
→ 0%, -2%, 18%, -6%, -14, -20%, i, i, -1%
Cc1ccnc(SCc2ccc(C(=O)O)cc2)n1
→ 23%, 1%, 25%, 3%, 7, 0%, i, i, 1%
CCc1ccc(CNC(=O)CCC(=O)N2Cc3cccc(OC)c3Oc3ncccc32)cc1
→ 11%&16%, 10%, ?, -2%, -10, -16%&5%, -21%&-47%, i, -6%
Cc1cc(C)c2ccc(C)[n+]([O-])c2c1O
→ ?, -1%, 10%, 6%, -22, 6%, -6%[57.5 µM], i, 4%
C/C(=N\NC(=O)CCC(=O)Nc1ccc(C)c(C)c1)c1cccs1
→ 29%, 0%, 4%, 0%, 2, 0%, i, i, 2%
COc1cc(OC)c(C(=O)Nc2cccnc2)cc1OC
→ 4%, -1%, 16%, 1%, 8, 71%[activator], -7%, i, 2%
COc1ccc(C(=O)Nc2c(Cl)cc(Cl)cc2C(=O)N2CCOCC2)cc1
→ 6%, 0%, -9%, 5%, 2, 11%, i, i, 7%
CN(Cc1ccc(Cl)s1)C(=O)CNC(=O)CNC(=O)c1ccc(Cl)cc1Cl
→ -13%, -5%, 8%, -12%, -6, ?, -14%, i, -4%[1.84 µM]
Cc1nc2cc(-c3ccccc3)nn2c(C)c1CCC(=O)N1CCN(c2ccccc2)CC1
→ 12%&3%, 0%&4%, -31%&-16%, 2%&-6%, -14, 4%&9%, -37%&-26%[inhibitor], i, 0%
CCN(C(=O)COC(=O)c1cccc(S(=O)(=O)N(C)C)c1)c1c(N)n(Cc2ccccc2)c(=O)[nH]c1=O
→ -6%, -3%, 43%, -5%, 1, 8%, i, i, -11%
C=CCN1C(=O)C2(OCCCO2)c2cc(Cl)ccc21
→ 20%, 10%, -20%, 12%, -18, -13%, -2%, i, -2%
N#Cc1cccc(NC(=O)COc2ccc(-n3ccnc3)cc2)c1
→ 30%, 2%, 4%, 5%, -19, 4%, -28%, i, 1%
O=C(NC(=O)c1ccc(F)cc1F)Nc1ccc(Cl)cc1
→ -1%, 7%, -7%, 0%, 0, 32%[activator], i, i, 0%
CN1C(=O)c2c(C(=O)Nc3ccc(Oc4ccncc4)cc3)[nH]c(-c3ccccc3)c2C1=O
→ 9%, 1%, 7%, -6%, 23, 28%, -7%, i, -12%
Cc1n[nH]c(C)c1N1C(=O)c2cccc3c(Br)ccc(c23)C1=O
→ 6%, -13%, -11%, 15%, ?, 13%, -27%[57.5 µM], -113%*, 3%
CCOC(=O)Cc1csc(NC(=O)Cc2ccc(Br)cc2)n1
→ 20%, 18%, 7%, 32%, 6, ?, -24%, i, -4%
C/C(=N\NC(=O)C1CCCC1)c1ccc(C(C)C)cc1
→ -9%, ?, 0%, -8%, 3, ?, -41%[inhibitor], i, -11%
Cc1cc(/C(N)=N/OC(=O)Nc2ccc(Cl)cc2)no1
→ 11%, 8%, -10%, -11%, -12, 3%, i, i, -2%
CC(C)CCSc1nc2c(c(=O)[nH]c(=O)n2C)n1CCCc1ccccc1
→ 21%, -6%, -8%, 5%, 16, 8%, -13%, i, 7%
CCOC(=O)N1CCC(NC(=O)c2cnn(-c3ccc(C)cc3)c2C2CCN(C(=O)OC(C)(C)C)CC2)CC1
→ 5%, /, 36%, 5%, /, 5%, i, /, /
COc1ccccc1NS(=O)(=O)c1cc(-c2cc(C)no2)ccc1OC
→ ?, 5%, 15%, -4%, -17, ?, -25%, i, -6%
O=C(O)c1ccccc1NS(=O)(=O)c1ccccc1C(F)(F)F
→ -7%, 15%, 12%, 26%, 2, 10%, i, /, -7%
CC(C)=C1C2CCC1C1C(=O)N(c3ccc4c(c3)OCO4)C(=O)C21 (stereo unspecified)
→ 26%, -2%, /, ?, 9, -1%, i, i, -13%
CC(C)Oc1ccc(C(=O)Nc2ccc3c(c2)n(C)c(=O)n3C)cc1
→ 21%, 1%, 12%, 8%, 3, 31%, -53%, i, 1%
CCOC(=O)N1CCN(Cc2nc(N)nc(Nc3ccc(Oc4ccccc4)cc3)n2)CC1
→ 7%, -42%[inhibitor], ?, 3%, 7, -26%, -19%, i, -4%
CCCCc1nnc(NC(=O)c2cccc(S(=O)(=O)N3CCN(C)CC3)c2)s1
→ -14%, 3%, 28%, 21%, -9, ?, -13%, i, 5%
CCc1cc2cc3c(cc2nc1SCC(=O)N1CCN(C(=O)c2ccco2)CC1)OCO3
→ 9%, 9%, -2%, 21%, 5, ?, -6%, i, 4%
COc1ccc(NC(=O)CCNC(=O)C2CCN(S(=O)(=O)c3ccc(OC)cc3)CC2)cc1
→ ?, -3%, -11%, 8%, 10, 7%, i, i, -1%

# Some of the compounds tested (hit frequency here may not be typical).
